Screens (PubChem)
KCC2 mod: KCC2 (human) Cl- transport modulation | Q9H2X9 | KCC2 cells, thallium flux FluoZin-2 fluorescence | B-score of Tl+ flux slope (higher = more flux/activation; lower = inhibition) at 10 µM | actives 2.2% (n = 190,000) | AID 1456;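 active = thallium flux slope and its plate-corrected score both differing from the plate sample mean at a set confidence after two filtering rounds, in either direction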;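 also: slope of fluorescence scaled to starting intensity during 10 to 20 s after thallium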
EBV gp42 block: EBV gp42 inhibition | Fluorescence polarization binding assay, mP read-out | inhibition, % (tested at 21.74 µM) | actives 0.42% (n = 220,000); in the data active = inhibition above about 50%
Target sequence (Q1HVG2 whole entry, looked up): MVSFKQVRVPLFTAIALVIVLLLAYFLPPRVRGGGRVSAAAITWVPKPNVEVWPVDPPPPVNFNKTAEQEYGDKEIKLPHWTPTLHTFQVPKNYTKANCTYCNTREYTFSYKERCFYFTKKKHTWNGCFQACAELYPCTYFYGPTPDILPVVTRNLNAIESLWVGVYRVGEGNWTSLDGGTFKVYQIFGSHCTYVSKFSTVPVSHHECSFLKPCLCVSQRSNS
TRPML3 agonist: agonists of human TRPML3 channel; actives 0.29% (n = 220,000); AID 1448; Q8TDD5; activation, % at 3 µM; HEK293 TRPML3-YFP, Fluo-8 calcium fluorescence; 100% = the carbachol control signal;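 active = activation above its plate's cutoff, the mean activation of the plate's test wells plus 3 SD, cut at about 12% in these data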;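 also: 0% = DMSO only wells and 100% = carbachol wells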
Target sequence (Q8TDD5 whole entry, looked up): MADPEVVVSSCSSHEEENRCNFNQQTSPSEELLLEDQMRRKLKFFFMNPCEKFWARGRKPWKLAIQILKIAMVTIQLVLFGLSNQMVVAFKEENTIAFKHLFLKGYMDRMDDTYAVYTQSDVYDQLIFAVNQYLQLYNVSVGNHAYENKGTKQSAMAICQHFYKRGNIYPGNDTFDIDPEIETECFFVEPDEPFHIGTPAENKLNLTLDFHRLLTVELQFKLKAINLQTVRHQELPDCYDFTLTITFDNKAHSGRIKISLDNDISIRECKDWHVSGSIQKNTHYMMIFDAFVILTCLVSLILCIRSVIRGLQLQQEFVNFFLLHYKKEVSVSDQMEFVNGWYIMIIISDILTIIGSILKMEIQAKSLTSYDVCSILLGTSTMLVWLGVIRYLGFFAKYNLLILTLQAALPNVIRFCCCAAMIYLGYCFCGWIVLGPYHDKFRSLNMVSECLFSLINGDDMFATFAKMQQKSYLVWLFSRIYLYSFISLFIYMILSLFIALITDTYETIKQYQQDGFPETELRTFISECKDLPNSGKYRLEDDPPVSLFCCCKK
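system = HEK293 cells stably carrying human TRPML3-YFP | doses = one concentration, 3 µM nominal, 0.3% DMSO | timing = dye loading 1 h 37 °C then 30 min ambient, 125 s read | detection = Fluo-8 calcium dye fluorescence, ex 470-495, em 515-575 nm | benchmarks = high control carbachol 87 µM, low control DMSO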
PPC-1+TRAIL kill: compounds killing PPC-1 cancer cells with TRAIL present (potentiator screen, no TRAIL-free arm) | cell killing (% activity), % at 4 µM | AID 1443 | PPC-1 cells + TRAIL, ATPLite viability luminescence | actives 0.41% (n = 220,000);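 active = cell killing above 50% in the first pass at 4 µM, then a duplicate retest at 5 µM averaging 50% or more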;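 also: plate controls were cells with TRAIL plus DMSO for no effect and medium-only wells lacking cells for full effect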
Furin inh: blocks human furin protease activity | purified furin, fluorogenic substrate cleavage | AID 463115 | inhibition, % at 30 µM | actives 0.061% (n = 220,000); in the data active = inhibition above about 25%; also: inactives centre near -15
zfTRPN1 agonist: zebrafish TRPN1 (NompC) channel agonism | HEK293 zebrafish TRPN1-YFP, Fluo-8 calcium fluorescence; 100% = response to 87 µM carbachol | activation, % at 3 µM | actives 0.18% (n = 220,000);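 active = activation above its plate's cutoff, the mean activation of test wells on that plate plus 3 SD, cut at about 19% in these data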;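 also: 0% = DMSO alone and 100% = 87 µM carbachol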
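Assay system: Zebrafish TRPN1-YFP in HEK293 cells | Incubation: Dye loading 1 h at 37 °C, then 30 min room temperature | Measured by: Kinetic Fluo-8 fluorescence, ex 470-495, em 515-575 nm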
m-calpain inh: calpain II (pig) inhibition; purified calpain II, fluorogenic peptide substrate, 30 min; inhibition, % at 16 µM; actives 0.37% (n = 220,000); AID 1236;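 active = inhibition above about 50%, limit read from the data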
Thrombin inh: inhibitors of human thrombin; alpha-thrombin, Boc-VPR-AMC fluorogenic substrate cleavage; inhibition, % at 5 µM; actives 0.26% (n = 220,000);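 active = inhibition at or above 40%; inactive = inhibition below 40%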;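 also: 0% = enzyme with no compound and 100% = wells without enzyme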
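Material: human alpha-thrombin protein; Also added: Boc-VPR-AMC substrate, 15 µM final; Timing: enzyme reaction carried out at room temperature; Signal: fluorescence, ex 355 nm, em 460 nm; Measure: % inhibition of thrombin; Controls: enzyme without compound as high, wells lacking enzyme as low.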
Tb hexokinase: T. brucei hexokinase 1 inhibition; actives 0.11% (n = 220,000); inhibition, % at 10 µM; recombinant TbHK1, G6PDH-coupled NADH A340;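 active = inhibition of 50% or more in the single-dose primary screen; inactive = inhibition below 50%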
* = called active by the depositor; [ ] = dose if it differs, or a comment.

Cc1ccc(N(Cc2ccco2)C(=O)c2ccc(N3CCCCC3)c([N+](=O)[O-])c2)cc1 was read as KCC2 mod -0.72, EBV gp42 block 7, TRPML3 agonist 0.5, PPC-1+TRAIL kill 17, Furin inh -1, zfTRPN1 agonist 1.3, m-calpain inh 20, Thrombin inh -1 and Tb hexokinase 6.
Cc1ccccc1OCC(=O)Nc1nc(C)c(C(=O)N(C)C)s1 was read as KCC2 mod -0.68, EBV gp42 block -6, TRPML3 agonist 1.0, PPC-1+TRAIL kill -18, Furin inh -21, zfTRPN1 agonist -0.1, m-calpain inh -24, Thrombin inh 4 and Tb hexokinase -15.
CCCc1ccc(Oc2coc3cc(OCC(=O)Nc4ccccc4C)ccc3c2=O)cc1 was read as KCC2 mod 0.74, EBV gp42 block -33, TRPML3 agonist 0.3, PPC-1+TRAIL kill 18, Furin inh -25, zfTRPN1 agonist 1.0, m-calpain inh 21, Thrombin inh -6 and Tb hexokinase -5.
For CCOC(=O)C1=C(C)OC(N)=C(C#N)C1c1ccc(OC)c(C)c1OC (stereo not drawn) the results were KCC2 mod -0.1, EBV gp42 block -7, TRPML3 agonist -0.1, PPC-1+TRAIL kill 29, Furin inh -10, zfTRPN1 agonist -0.1, m-calpain inh -22, Thrombin inh -1 and Tb hexokinase -7.
`COc1ccc(NC(=O)CSc2nnc(-c3ccoc3C)n2CCc2ccccc2)cc1` gave KCC2 mod -1.5, EBV gp42 block -12, TRPML3 agonist -1.2, PPC-1+TRAIL kill -2, Furin inh -22, zfTRPN1 agonist -1.8, m-calpain inh 9, Thrombin inh 0 and Tb hexokinase 8.
Screening COc1ccc(NS(=O)(=O)c2ccc(Cl)c(NC(=O)c3cccnc3Cl)c2)cc1 returned KCC2 mod 0.16, EBV gp42 block -17, TRPML3 agonist 0.5, PPC-1+TRAIL kill 14, Furin inh -7, zfTRPN1 agonist 6.1, m-calpain inh -3, Thrombin inh -4 and Tb hexokinase -3.
Screening Cc1ncc([N+](=O)[O-])n1Cc1ccccc1F returned KCC2 mod -2.6, EBV gp42 block -11, TRPML3 agonist 0.7, Furin inh -22, zfTRPN1 agonist 0.4, m-calpain inh 3, Thrombin inh -9 and Tb hexokinase -16.
`O=C(NCCc1ccc(O)cc1)c1ccc(Cl)cc1` gave KCC2 mod -0.19, EBV gp42 block -1, TRPML3 agonist -0.1, PPC-1+TRAIL kill 13, Furin inh -17[20 µM], zfTRPN1 agonist -1.2, m-calpain inh 18, Thrombin inh 1 and Tb hexokinase 2.
Screening O=C(NCc1ccccn1)Nc1cccc(Cl)c1 returned KCC2 mod 0.6, EBV gp42 block -20, TRPML3 agonist -0.4, PPC-1+TRAIL kill 0, Furin inh -17, zfTRPN1 agonist -0.1, m-calpain inh 8, Thrombin inh 0 and Tb hexokinase -2.
`O=C(Nc1ccc(Cl)cn1)C1CCCN1S(=O)(=O)c1ccc(Cl)cc1` (stereo not drawn) gave EBV gp42 block -1, TRPML3 agonist -0.2, PPC-1+TRAIL kill 6, Furin inh -23, zfTRPN1 agonist -1.6, m-calpain inh 13, Thrombin inh -3 and Tb hexokinase 1.
`COc1ccc(C2CC2/C(C)=N/OC(=O)c2ccc(F)cc2)cc1` (stereo not drawn) gave KCC2 mod -0.19, EBV gp42 block -11, TRPML3 agonist 0.3, PPC-1+TRAIL kill -1, Furin inh -13, zfTRPN1 agonist -0.5, m-calpain inh 11, Thrombin inh -2 and Tb hexokinase 3.
For CCOC(=O)C1(CCOc2ccccc2)CCN(Cc2ccc(NC(C)=O)cc2)CC1 the results were KCC2 mod 0.97, EBV gp42 block -18, TRPML3 agonist 1.4, PPC-1+TRAIL kill 4, Furin inh -12, zfTRPN1 agonist 0.3, m-calpain inh 25, Thrombin inh -3 and Tb hexokinase 10.
CCc1ccc(-c2cc(C(=O)NN3CCOCC3)c3ccccc3n2)s1 was read as KCC2 mod 1.1, EBV gp42 block -16, TRPML3 agonist 0.5, PPC-1+TRAIL kill 44, Furin inh -15, zfTRPN1 agonist -1.1, m-calpain inh inactive, Thrombin inh 1 and Tb hexokinase -7.
For CCOc1ccc(-n2nc3c(=O)[nH]nc(C)c3c2C)cc1 the results were KCC2 mod -0.041, EBV gp42 block -1, TRPML3 agonist 0.4, PPC-1+TRAIL kill 10, Furin inh -15, zfTRPN1 agonist -1.3, m-calpain inh -21, Thrombin inh -7 and Tb hexokinase 31.
`Cc1ccc(C(=O)Nc2ccc(S(=O)(=O)N3CCN(C)CC3)cc2)cc1` gave KCC2 mod -0.19, EBV gp42 block -12, TRPML3 agonist 0.5, PPC-1+TRAIL kill -15, Furin inh -4[20 µM], zfTRPN1 agonist -0.2, m-calpain inh 3, Thrombin inh 1 and Tb hexokinase 4.
For CS(=O)(=O)Nc1cccc(C(=O)CC2(O)C(=O)Nc3ccccc32)c1 (stereo not drawn) the results were KCC2 mod -0.078, EBV gp42 block -32, TRPML3 agonist 1.1, PPC-1+TRAIL kill -19, Furin inh -18, zfTRPN1 agonist 1.8, m-calpain inh -11, Thrombin inh 4 and Tb hexokinase -3.
Screening C#CCOCCOCCOCCNc1nc(N2CCN(C(=O)[C@H]([C@@H](C)CC)n3cc(CCCN=C(N)N)nn3)CC2)nc(N2CCN(C(=O)[C@H](CCCCN)n3cc(CCC(=O)O)nn3)CC2)n1 returned KCC2 mod -0.036, EBV gp42 block -8, TRPML3 agonist 1.1, PPC-1+TRAIL kill 0, Furin inh -17, zfTRPN1 agonist 0.1, m-calpain inh -11, Thrombin inh 9 and Tb hexokinase 2.
Screening COC(=O)CSc1nc2cc3c(cc2cc1C)OCO3 returned KCC2 mod -0.094, EBV gp42 block -15, TRPML3 agonist -0.4, Furin inh -15, zfTRPN1 agonist -1.6, m-calpain inh -10, Thrombin inh 5 and Tb hexokinase -25.
NC(=O)NOCc1cccc(Cl)c1 was read as KCC2 mod 0.61, EBV gp42 block -1, TRPML3 agonist 1.2, PPC-1+TRAIL kill 7, Furin inh -22, zfTRPN1 agonist -0.2, m-calpain inh -29, Thrombin inh 3 and Tb hexokinase 0.
Screening CCOc1ccc(NC(=O)c2cnsn2)cc1 returned EBV gp42 block -15, TRPML3 agonist 0.4, PPC-1+TRAIL kill -7, Furin inh -36[20 µM], zfTRPN1 agonist -0.8, m-calpain inh -31, Thrombin inh -2 and Tb hexokinase -2.

The list goes on, starting with the last 2 of the part before.
NC(=O)NOCc1cccc(Cl)c1 was read as KCC2 mod 0.61, EBV gp42 block -1, TRPML3 agonist 1.2, PPC-1+TRAIL kill 7, Furin inh -22, zfTRPN1 agonist -0.2, m-calpain inh -29, Thrombin inh 3 and Tb hexokinase 0.
Screening CCOc1ccc(NC(=O)c2cnsn2)cc1 returned EBV gp42 block -15, TRPML3 agonist 0.4, PPC-1+TRAIL kill -7, Furin inh -36[20 µM], zfTRPN1 agonist -0.8, m-calpain inh -31, Thrombin inh -2 and Tb hexokinase -2.
For CC(C)c1nnc(NC(=O)Cc2ccc(Br)cc2)s1 the results were KCC2 mod 1.2, EBV gp42 block -16, TRPML3 agonist 1.3, PPC-1+TRAIL kill 13, Furin inh -23, zfTRPN1 agonist 1.9, m-calpain inh 32, Thrombin inh 3 and Tb hexokinase 0.
`O=C(OCc1ccc2c(c1)OCO2)c1ccc(S(=O)(=O)N2CCCC2)cc1` gave KCC2 mod -0.32, EBV gp42 block 4, TRPML3 agonist 2.4, PPC-1+TRAIL kill 30, Furin inh -16[20 µM], zfTRPN1 agonist 1.1, m-calpain inh 12, Thrombin inh -5 and Tb hexokinase 8.
`COc1cccc(C(=O)CN(C(=O)c2ccc(Cl)c(Cl)c2)N2C(=O)C3CCCCC3C2=O)c1` (stereo not drawn) gave EBV gp42 block -1, TRPML3 agonist 0.3, PPC-1+TRAIL kill 8[5 µM], Furin inh -7[20 µM], zfTRPN1 agonist 1.3, m-calpain inh 7, Thrombin inh 3 and Tb hexokinase -1.
Cn1cc(NC(=O)Nc2ccc(C(F)(F)F)cc2)c(C(F)(F)F)n1 was read as KCC2 mod -0.54, EBV gp42 block -9, TRPML3 agonist 2.8, PPC-1+TRAIL kill -14, Furin inh -12, zfTRPN1 agonist 6.1, m-calpain inh 20, Thrombin inh -4 and Tb hexokinase 1.
Screening COc1ccc(CCNC(=S)Nc2cc(C)ccc2C)cc1 returned EBV gp42 block -13, TRPML3 agonist -0.9, PPC-1+TRAIL kill -4, Furin inh -4[20 µM], zfTRPN1 agonist -1.1, m-calpain inh -14, Thrombin inh 3 and Tb hexokinase 0.
`CCCn1c(CCC(=O)O)ccc1-c1ccccc1` gave KCC2 mod 0.26, EBV gp42 block -7, TRPML3 agonist 0.2, Furin inh -13, zfTRPN1 agonist 0.3, m-calpain inh -40, Thrombin inh -2 and Tb hexokinase -1.
For O=C1CCC(C(=O)N(c2ccccc2)C2(C(=O)NC3CCCCC3)CCCCC2)N1 (stereo not drawn) the results were EBV gp42 block -2, TRPML3 agonist 0.8, PPC-1+TRAIL kill 2, Furin inh -25, zfTRPN1 agonist -0.5, m-calpain inh -13, Thrombin inh -2 and Tb hexokinase -5.
Cc1[nH]c2ccccc2c1N=Nc1ccccc1F was read as KCC2 mod 1.4, EBV gp42 block 17, TRPML3 agonist 1.1, PPC-1+TRAIL kill -7, Furin inh -18, zfTRPN1 agonist 1.5, m-calpain inh 9, Thrombin inh 0 and Tb hexokinase 0.
COCCCN(C(=S)Nc1ccc(OC)cc1)C(C)c1ccncc1 (stereo not drawn) was read as KCC2 mod -0.18, EBV gp42 block -15, TRPML3 agonist 0.2, PPC-1+TRAIL kill 9, Furin inh -35, zfTRPN1 agonist 0.2, m-calpain inh -11, Thrombin inh -1 and Tb hexokinase 1.
C/C(CC(=O)Nc1cccc(Cl)c1Cl)=N\NC(=O)c1ccccc1C was read as KCC2 mod 0.092, EBV gp42 block -30, TRPML3 agonist 0.0, PPC-1+TRAIL kill 11, Furin inh -26, zfTRPN1 agonist -0.6, m-calpain inh -16, Thrombin inh -1 and Tb hexokinase -3.
Screening CCCOC(=O)c1cccc(NC(=O)COc2ccc([N+](=O)[O-])cc2)c1 returned KCC2 mod -0.81, EBV gp42 block 1, TRPML3 agonist -0.7, PPC-1+TRAIL kill -20, Furin inh -22, zfTRPN1 agonist 2.2, m-calpain inh -14, Thrombin inh -1 and Tb hexokinase 1.
CC(C)N1CC=C2C(C#N)=C(N)C(C#N)(C#N)[C@H](c3ccoc3)[C@H]2C1 was read as KCC2 mod inactive, EBV gp42 block 130*, TRPML3 agonist 2.2, PPC-1+TRAIL kill 1, Furin inh -27, zfTRPN1 agonist 2.5, m-calpain inh -443, Thrombin inh 1 and Tb hexokinase -8.
For O=C(NN(C(=O)C1CC1)c1nc2ccccc2s1)C1CC1 the results were EBV gp42 block -11, TRPML3 agonist 0.9, PPC-1+TRAIL kill 13, Furin inh -30, zfTRPN1 agonist -0.7, m-calpain inh -2, Thrombin inh 1 and Tb hexokinase 5.

For convenience, two of the compounds above.
`COc1ccc(NC(=O)CSc2nnc(-c3ccoc3C)n2CCc2ccccc2)cc1` gave KCC2 mod -1.5, EBV gp42 block -12, TRPML3 agonist -1.2, PPC-1+TRAIL kill -2, Furin inh -22, zfTRPN1 agonist -1.8, m-calpain inh 9, Thrombin inh 0 and Tb hexokinase 8.
Screening COc1ccc(NS(=O)(=O)c2ccc(Cl)c(NC(=O)c3cccnc3Cl)c2)cc1 returned KCC2 mod 0.16, EBV gp42 block -17, TRPML3 agonist 0.5, PPC-1+TRAIL kill 14, Furin inh -7, zfTRPN1 agonist 6.1, m-calpain inh -3, Thrombin inh -4 and Tb hexokinase -3.
